Screening data (PubChem)
M4 antag: blocks acetylcholine activation of human M4 receptor. P08173. CHO-hM4 cells, ACh EC80, Fluo-8 calcium fluorescence. inhibition, % at 3 µM. 360,000 compounds, 0.73% hits. AID 624125;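 active means inhibition above its plate's cutoff, the mean inhibition of sample wells plus 3 SD, cut at about 27% in these data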;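 further: 0% = acetylcholine EC80 with DMSO and 100% = DMSO without agonist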
Target sequence (P08173 whole entry, looked up): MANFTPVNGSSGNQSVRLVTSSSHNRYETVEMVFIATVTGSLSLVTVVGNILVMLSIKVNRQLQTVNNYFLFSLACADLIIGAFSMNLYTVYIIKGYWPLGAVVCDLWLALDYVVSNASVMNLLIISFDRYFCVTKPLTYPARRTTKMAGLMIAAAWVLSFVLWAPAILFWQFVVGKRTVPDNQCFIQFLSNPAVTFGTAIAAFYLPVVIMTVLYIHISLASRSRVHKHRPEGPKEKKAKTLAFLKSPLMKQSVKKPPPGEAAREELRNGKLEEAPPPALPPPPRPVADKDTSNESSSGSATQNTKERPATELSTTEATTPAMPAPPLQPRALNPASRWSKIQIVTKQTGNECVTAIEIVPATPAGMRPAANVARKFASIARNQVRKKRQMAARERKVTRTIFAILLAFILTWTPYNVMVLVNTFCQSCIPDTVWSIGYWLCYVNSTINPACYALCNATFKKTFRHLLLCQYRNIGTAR
CHO parental Ca: counter-screen: ATP calcium response change in parental CHO cells | parental CHO-K1, ATP-induced calcium, Fluo-8 fluorescence | inhibition, % at 5.6 µM | 330,000 compounds, 0.63% hits | AID 463079;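 active means inhibition above that plate's mean sample inhibition plus 3 SD, cut at about 26% in these data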;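 further: 0% = ATP-challenged DMSO wells and 100% = DMSO wells without ATP; some compounds past the cut are filed as inactive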
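Material: Parental CHO cells | Reagent: ATP | Compound dosing: Single nominal dose of 5.6 µM per compound | Detection: Intracellular calcium via Fluo-8 no-wash fluorescent dye | Read-out: % inhibition of ATP-induced calcium mobilization | Benchmarks: Low control ATP plus DMSO, high control DMSO only | Replicates: Singlicate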
M1 PAM: positive allosteric modulators of human M1 muscarinic receptor; P11229; CHO-K1 hM1, Fluo-8 calcium fluorescence, ACh EC20; 0% = ACh EC20, 100% = maximal ACh; activation, % at 3 µM; 360,000 compounds, 0.088% hits; AID 588819; in the data active means activation above about 19%, passing the limit was not always enough
Target sequence (P11229 whole entry, looked up): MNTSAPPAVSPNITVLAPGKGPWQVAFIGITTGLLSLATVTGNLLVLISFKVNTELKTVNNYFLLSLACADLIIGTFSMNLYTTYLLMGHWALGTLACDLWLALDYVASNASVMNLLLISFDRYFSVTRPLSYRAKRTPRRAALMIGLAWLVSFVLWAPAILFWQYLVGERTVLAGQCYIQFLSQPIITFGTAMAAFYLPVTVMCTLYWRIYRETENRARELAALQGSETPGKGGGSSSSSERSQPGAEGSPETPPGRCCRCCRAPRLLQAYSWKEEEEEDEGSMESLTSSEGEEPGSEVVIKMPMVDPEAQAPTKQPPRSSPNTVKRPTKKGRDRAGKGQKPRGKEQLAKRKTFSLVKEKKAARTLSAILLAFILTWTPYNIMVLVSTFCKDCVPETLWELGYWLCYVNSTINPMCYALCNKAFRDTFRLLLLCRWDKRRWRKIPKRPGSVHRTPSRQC
CHO-K1 Ca antag: M1 antagonist counterscreen hit in parental CHO-K1 cells. ATP-induced calcium, Fluo-8 fluorescence. inhibition, % at 3 µM. 360,000 compounds, 0.6% hits;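 active means inhibition above a per-plate cutoff, the plate's mean sample inhibition plus 3 SD, cut at about 24% in these data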;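 further: 0% = DMSO plus EC80 ATP and 100% = DMSO alone without ATP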
CHRM1 antagonist: blocks human M1 muscarinic receptor. P11229. CHO-K1 hM1, Fluo-8 calcium fluorescence, ACh EC80 antagonist. inhibition, % at 3 µM. 360,000 compounds, 1.3% hits. AID 588852;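 active means percent inhibition above its own plate's cutoff, namely the mean of that plate's compound wells plus 3 SD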;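 further: peak over basal fluorescence ratio during 140 s after agonist addition; 0% = ACh EC80 plus DMSO and 100% = DMSO alone without agonist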
CHRM4 agonist: agonists of human muscarinic M4 receptor (CHRM4). CHO-K1 hM4/Gqi5, Fluo-8 calcium fluorescence; vehicle 0%, full acetylcholine response 100%. activation, % at 3 µM. 360,000 compounds, 0.14% hits. AID 624127;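 active means activation above the run mean over all test wells plus 3 SD, cut at about 32% in these data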;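 further: peak over basal fluorescence ratio per well then scaled between controls; 0% = DMSO wells and 100% = acetylcholine at EC100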
OXTR potentiate: potentiates the human oxytocin receptor response; 320,000 compounds, 0.061% hits; P30559; CHO-OTR cells, Fluo-8 calcium fluorescence, potentiator mode; 0% = oxytocin EC15, 100% = EC100; activation, % at 3 µM;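 active means activation above that plate's cutoff, the mean activation of tested compounds plus 3 SD, cut at about 6.6% in these data, passing the limit was not always enough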;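 further: 100% uses oxytocin at 75 nM as the full agonist control; some results filed as inactive read as strong as hits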
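Dosing: Single dose, 3.0 µM nominal final compound concentration | Material: Human OTR in CHO cells | Technique: Kinetic Fluo-8 calcium fluorescence | Benchmarks: EC15 oxytocin alone as 0%, 75 nM oxytocin as 100% | Probe or stimulus: Oxytocin at about EC15, sub-maximal agonist stimulus | Incubation: Compound 6 min at room temperature before oxytocin, 100 s read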
M1 ag: activates human CHRM1 receptor; P11229; activation, % at 3 µM; 360,000 compounds, 0.33% hits; AID 588814; CHO-K1 hM1, Fluo-8 calcium fluorescence, agonist mode; 0% DMSO, 100% acetylcholine EC100;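 active means activation above the run's mean compound activation plus 3 SD, cut at about 16% in these data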;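 further: peak over basal fluorescence ratio within a 140 s kinetic read after compound addition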
M1 ag parental: counter-screen for M1 agonists: effect in parental CHO-K1 cells; 360,000 compounds, 0.48% hits; AID 602248; Fluo-8 calcium fluorescence; scaled to maximal ATP response, vehicle zero; activation, % at 3 µM; in the data active means activation above about 15%;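 further: untransfected CHO-K1 host cells lacking M1 receptor as counterscreen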
* = called active by the depositor; x = not tested or not shown.

SMILES | M4 antag | CHO parental Ca | M1 PAM | CHO-K1 Ca antag | CHRM1 antagonist | CHRM4 agonist | OXTR potentiate | M1 ag | M1 ag parental
Cc1noc(C)c1-c1ccc2ncnc(NCC3CCCCN3C)c2c1 (stereo not given) | -8 | -10 | 11 | -16 | -10 | 2 | 5 | -7 | 0.2
O=C(COc1ccc(Cl)cc1Cl)Nc1ccc(CN2CCCCC2)cc1 | 2 | -18 | -35 | -10 | 21* | 23 | -20 | -14 | 5.4
O=C(O)C(CCCCN1C(=O)c2ccccc2C1=O)N1C(=O)c2ccccc2C1=O (stereo not given) | 2 | 0 | 8 | -7 | -12 | 0 | -1 | -1 | 0.8
Cc1nn(CC(=O)N2CCN(c3ccccc3)CC2)c(=O)c2ccccc12 | -11 | -22 | 6 | -8 | -18 | 0 | -6 | -4 | 0.0
COc1cccc2c1c(NC(=O)c1cc(C)on1)nn2C | -1 | -9 | 6 | -8 | -8 | 0 | 0 | -3 | 0.2
CCOC(=O)c1ccc(/C=C2\c3ccccc3C(=O)N2c2ccccc2)cc1F | -7 | -24 | 8 | -12 | -8 | 3 | -5 | -6 | -0.5
Cc1nn(Cc2ccccc2Cl)c(C)c1NC(=O)c1noc2c1CCCCC2 | 0 | -16 | 9 | -5 | -6 | -1 | -6 | -5 | 0.7
C=CCn1c(COc2ccccc2F)nnc1SCC(=O)Nc1cc(C)on1 | -3 | -12 | 13 | -10 | -9 | 1 | -11 | -6 | 0.8
Cn1cnnc1SCc1cccc(Br)c1 | -9 | -5 | -2 | -9 | -20 | 1 | 1 | -5 | -0.1
COc1ccc(CN(CC(=O)NCC2CCCO2)C(=O)CNS(=O)(=O)c2ccc(C)cc2)cc1 (stereo not given) | 4 | -13 | -2 | 5 | 2 | 0 | -15 | -4 | -0.2
CC(C)[C@H]1CC[C@@H](C)C(C(=O)c2ccccc2)C1=O (stereo not given in full) | -7 | -9 | 6 | 1 | -1 | -3 | 1 | -6 | -0.5
COC(=O)c1c(NC(=O)COC(=O)c2ccccn2)sc(C)c1C | -11 | -14 | 10 | 18 | -9 | 3 | 3 | 5 | -0.4
COc1ccc(C/C(C)=N/NC(=O)c2cc(C)oc2C)cc1 | -10 | -6 | -7 | -5 | 5 | 1 | 1 | -3 | 0.3
CC(C)CCn1nnnc1CN1CCN(c2ccccc2)CC1 | 0 | -9 | 12 | -15 | -10 | 3 | -5 | -3 | 1.1
Cc1ccc(O)c(NC(=O)c2onc(C)c2Cl)c1 | -6 | -1 | 11 | -8 | -19 | 1 | -14 | -4 | 0.4
CC1(C(=O)NC2CCCCCCC2)CCC(=O)N1Cc1cccnc1 (stereo not given) | -6 | -11 | 12 | -17 | -13 | 0 | 3 | -6 | 0.5
C[C@@]12C(=O)Nc3ccccc3C(=O)N1[C@H]1c3cc(Cl)ccc3OC[C@@H]1[C@@H]2c1ccccc1 | -7 | -25 | -28 | -12 | 33* | 2 | -5 | -5 | 0.0
Cc1c(Cl)cccc1NC(=O)CSc1nc2ncc(Cl)cc2[nH]1 | -5 | -3 | 3 | 7 | -1 | 2 | -3 | -1 | 0.4
CCOc1ccc(OCCC(=O)OCC(=O)N2CCN(c3ccc(OC)cc3)CC2)cc1 | -9 | -4 | 8 | -7 | -14 | 2 | -1 | -1 | 2.9
CN1CCC(N2CCN(C3CN(Cc4ccccc4)S(=O)(=O)C3)CC2)CC1 (stereo not given) | -11 | x | 5 | 8 | -2 | 0 | x | -5 | 3.0
O=C1[C@H]2[C@@H](c3ccc(Cl)cc3)N3C(=O)N(c4cccc(Cl)c4)C(=O)[C@@]3(Cc3ccccc3)[C@H]2C(=O)N1C1CCCCC1 | 0 | -26 | 8 | -2 | -7 | 3 | 7 | 2 | 0.0
CCOc1ccc(-c2noc(CCC(=O)O)n2)cc1 | 0 | -3 | -5 | 12 | 12 | 0 | -2 | -5 | 0.0
O=C1CC(c2ccccc2)n2nc(N3C(=O)CCC3=O)nc2N1 (stereo not given) | 0 | -9 | 7 | -10 | -19 | 0 | -4 | -2 | -0.2
Cn1cccc1Cc1nnc(SCC(=O)NCc2ccco2)n1-c1ccc(F)cc1 | 7 | -14 | 3 | -22 | -6 | 2 | -4 | -4 | 0.8

Part of the list above, with two lines to a compound.
Results follow in this order: M4 antag, CHO parental Ca, M1 PAM, CHO-K1 Ca antag, CHRM1 antagonist, CHRM4 agonist, OXTR potentiate, M1 ag, M1 ag parental
CC(C)CCn1nnnc1CN1CCN(c2ccccc2)CC1
→ 0, -9, 12, -15, -10, 3, -5, -3, 1.1
Cc1ccc(O)c(NC(=O)c2onc(C)c2Cl)c1
→ -6, -1, 11, -8, -19, 1, -14, -4, 0.4
CC1(C(=O)NC2CCCCCCC2)CCC(=O)N1Cc1cccnc1 (stereo not given)
→ -6, -11, 12, -17, -13, 0, 3, -6, 0.5

The listing continues.
SMILES | M4 antag | CHO parental Ca | M1 PAM | CHO-K1 Ca antag | CHRM1 antagonist | CHRM4 agonist | OXTR potentiate | M1 ag | M1 ag parental
O=C(CSc1ncnc2c1oc1ccccc12)N1CCCc2ccccc21 | 8 | 8 | 0 | -15 | -4 | 4 | -7 | -3 | 2.0
COc1ccccc1OC(C)C(=O)Nc1ccc2c(c1)n(C)c(=O)n2C (stereo not given) | 0 | -9 | 0 | -16 | -5 | 1 | 8 | -2 | 0.7
O=C(NCC1CC1)Nc1ccc(Cl)cc1 | -7 | 1 | -4 | 3 | 11 | 3 | -20 | -2 | 1.7
Cc1csc(NC(=O)c2ccc(C)c(S(=O)(=O)N3CCCCC3)c2)n1 | -20 | -20 | 3 | -8 | -9 | 7 | -12 | -2 | 1.8
Cc1ccc(-c2nn(C)c(=O)c3ccccc23)cc1CO | 7 | -14 | 10 | 15 | -18 | 0 | -11 | -4 | 0.0
Cc1ccc(NC(=O)Cn2nnc(C(=O)NCc3cccs3)c2N)cc1 | -2 | 2 | 9 | -10 | -4 | 3 | -14 | -1 | 0.8
COC(=O)C(NC(=O)c1ccco1)(Nc1nc(C2CC2)cs1)C(F)(F)F (stereo not given) | -12 | -13 | 9 | 3 | -9 | -1 | 0 | -4 | -0.4
COc1ccc(N2C(=S)NC3N2C(=S)NC3(C)c2ccccc2)cc1 (stereo not given) | 3 | -2 | 9 | -4 | -1 | 1 | -10 | -8 | 0.8
CCC(=O)N1c2ccc(S(=O)(=O)N3CCN(c4ccc([N+](=O)[O-])cc4)CC3)cc2CC1C (stereo not given) | 4 | 27 | -2 | -1 | 6 | 6 | -21 | -1 | 3.6
CCOC(=O)c1cnc2c(ccc3ccccc32)c1Cl | -2 | -13 | 5 | -6 | -11 | 0 | 5 | -2 | 0.9
COc1ccc(OC2CCN(S(=O)(=O)c3ccccc3)CC2)cc1 | 6 | -4 | 5 | -13 | -3 | 4 | -14 | -5 | 11
CCCn1c2ccccc2c2nnc(SC(CC)C(=O)Nc3sc4c(c3C#N)CCCC4)nc21 (stereo not given) | 3 | -20 | -1 | 12 | 2 | 0 | -6 | -1 | 0.1
Fc1ccc(/C=N/N2CCOCC2)c(F)c1 | -12 | -1 | 2 | -4 | 3 | 1 | -1 | 0 | -0.1
CCCCNC(=S)N/N=C/C1=CCC2CC1C2(C)C (stereo not given) | 7 | -35 | -14 | -3 | 14 | -2 | -5 | -10 | -0.4
O=C(CN1CCC(O)(c2cccc(C(F)(F)F)c2)CC1)NCCc1ccccc1 | -1 | -14 | 5 | -7 | -10 | 6 | -13 | -3 | 3.1
CC(=O)c1c(C)[nH]c(C(=O)Nc2ccc(Cl)c(S(=O)(=O)N(C)C)c2)c1C | 6 | -12 | -2 | -13 | 12 | 6 | -13 | 1 | 5.6
Cc1nn(C(C)C(=O)Nc2sc3c(c2C#N)CCCC3)c(C)c1[N+](=O)[O-] (stereo not given) | 1 | -15 | -16 | -16 | 12 | 3 | -8 | -5 | 3.3
O=C1OC(c2ccc(F)cc2)=N/C1=C\C=C/c1ccccc1 | 8 | -6 | 1 | -11 | -4 | 0 | -1 | -4 | 0.5
N#C/C(=C\c1ccccc1[N+](=O)[O-])C(=O)Nc1ccc(S(N)(=O)=O)cc1 | -6 | 10 | 3 | -12 | -4 | 0 | 1 | -1 | 0.5
Cc1ccc(C)c(S(=O)(=O)Nc2ccc(O)cc2)c1 | 1 | -12 | 1 | 13 | 2 | 3 | -11 | -2 | 0.3
Cc1nc(N2CCOCC2)[nH]c(=O)c1[N+](=O)[O-] | 4 | -12 | 0 | -5 | 2 | 0 | 1 | -1 | 0.0
O=C(COC(=O)c1n[nH]c2ccccc12)Nc1cccc(S(=O)(=O)N2CCOCC2)c1 | 3 | x | -1 | 2 | 9 | 5 | x | -3 | 2.8
O=C1CCCC2=C1C(c1cccs1)Nc1ccccc1N2 (stereo not given) | 1 | 3 | -3 | 6 | 6 | 1 | -2 | -4 | -0.2
O=C(Nc1cccc([N+](=O)[O-])c1)Nc1ccc2c(c1)OCCO2 | -9 | -7 | -7 | -8 | 5 | 18 | -13 | 1 | 11
COc1ccc(-c2csc3ncnc(N4CCN(S(=O)(=O)c5cccc(Br)c5)CC4)c23)cc1 | -2 | -6 | 12 | -5 | -19 | 0 | -7 | -1 | 0.3
Cc1ccc(S(=O)(=O)Oc2ccccc2-c2ccccc2)cc1 | 7 | x | -4 | -22 | -10 | -1 | x | -5 | 0.6
Cc1cc(N2CCN(C)CC2)nc2ccc(NC(=O)CCC(=O)NCCC(C)C)cc12 | 0 | -1 | 15 | -11 | -15 | 0 | 0 | -5 | 0.3
Cc1cc(NC(=O)CS(=O)(=O)c2cn(Cc3cccc(Cl)c3)c3ccccc23)no1 | 8 | x | 9 | 10 | 17 | 8 | x | 26* | 1.4
CCOC(=O)C1=C(COC(=O)c2cccc(Br)c2)NC(=O)NC1C (stereo not given) | 15 | -12 | 0 | 2 | 2 | 1 | -4 | -1 | 1.1
COC(=O)c1cc(Br)c(=O)n(CCN(C(C)C)C(C)C)c1 | -2 | 4 | 4 | -12 | -5 | 1 | -7 | -5 | -0.1
O=C(NCc1ccccc1)C1CCCN1S(=O)(=O)c1cccc2cccnc12 (stereo not given) | -16 | -15 | 10 | -18 | -18 | 2 | -2 | 0 | 0.7
CCN(CC)C(=O)c1ccccc1NC(=O)CN1C(=O)c2ccccc2C1=O | -9 | -14 | 11 | -15 | -9 | 1 | -8 | -2 | 0.8
CCCc1c(O)nc(SCC(=O)NCCc2ccc(OC)c(OC)c2)[nH]c1=O | 4 | -17 | 4 | -8 | -12 | 0 | 5 | -2 | -0.1
O=C(CN1CCN(Cc2ccccc2)CC1)N1CCCc2c1c(=O)oc1ccc(O)cc21 | 13 | -12 | -26 | -10 | 23 | 2 | -17 | -6 | 1.3
CCn1c(SCC(=O)N2CCCC2)nnc1-c1ccc(N)cc1 | -14 | 1 | 5 | -13 | -14 | 1 | -5 | -2 | 0.2
O=C(COc1ccc(Br)cc1)Nc1nnc(C2CC2)s1 | 1 | -1 | 10 | 5 | -11 | 0 | -5 | -2 | -0.2
